Furin inhibitor – inhibitors of human furin; actives 0.061% (n = 220,000); purified furin, fluorogenic substrate cleavage; inhibition, % at 30 µM; in the data active = inhibition above about 25%; also: inactives centre near -15
Calpain2 inh – inhibitors of pig calpain II; purified calpain II, fluorogenic peptide substrate, 30 min; inhibition, % at 16 µM; actives 0.37% (n = 220,000);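 active = inhibition above about 50%, limit read from the data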
Rad51 HR inh – Rad51 (human) homologous recombination inhibition | actives 0.085% (n = 200,000) | hRad51 DNA strand exchange, fluorescence dequenching | inhibition, % at 10 µM | Q06609;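 active = inhibition above 40% at the single screening dose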;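 also: 0% = DMSO control wells and 100% = blanks with heterologous ssDNA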
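Read-out basis: percent inhibition relative to plate controls and blanks / Assay system: human Rad51 nucleoprotein filaments preassembled on unlabelled ssDNA / Timing: filaments 15 min 37 °C, then compound 30 min / Control set: per-plate controls and blanks / Technique: fluorescence dequenching at 485/520 nm / Compound: 10 µM final, single point / Also added: Fluorescein- and BHQ1-tagged 47-mer duplex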
FXIa inh 1536 – blocks human coagulation factor XIa protease activity | P03951 | purified FXIa, Boc-Glu-Ala-Arg-AMC fluorogenic substrate | inhibition, % at 5 µM | actives 0.14% (n = 220,000);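 active = inhibition of at least 40%; inactive = inhibition below 40%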;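 also: fluorescence of freed AMC excited at 355 nm; 0% = enzyme without compound and 100% = no enzyme blank; many of its hits are not listed in these tables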
KCC2 mod – KCC2 (human) Cl- transport modulation. KCC2 cells, thallium flux FluoZin-2 fluorescence. Q9H2X9. actives 2.2% (n = 190,000). B-score of Tl+ flux slope (higher = more flux/activation; lower = inhibition) at 10 µM;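 active = thallium flux slope and its plate-corrected score both differing from the plate sample mean at a set confidence after two filtering rounds, in either direction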;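 also: slope of fluorescence scaled to starting intensity during 10 to 20 s after thallium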
Target sequence (Q9H2X9 whole entry, looked up): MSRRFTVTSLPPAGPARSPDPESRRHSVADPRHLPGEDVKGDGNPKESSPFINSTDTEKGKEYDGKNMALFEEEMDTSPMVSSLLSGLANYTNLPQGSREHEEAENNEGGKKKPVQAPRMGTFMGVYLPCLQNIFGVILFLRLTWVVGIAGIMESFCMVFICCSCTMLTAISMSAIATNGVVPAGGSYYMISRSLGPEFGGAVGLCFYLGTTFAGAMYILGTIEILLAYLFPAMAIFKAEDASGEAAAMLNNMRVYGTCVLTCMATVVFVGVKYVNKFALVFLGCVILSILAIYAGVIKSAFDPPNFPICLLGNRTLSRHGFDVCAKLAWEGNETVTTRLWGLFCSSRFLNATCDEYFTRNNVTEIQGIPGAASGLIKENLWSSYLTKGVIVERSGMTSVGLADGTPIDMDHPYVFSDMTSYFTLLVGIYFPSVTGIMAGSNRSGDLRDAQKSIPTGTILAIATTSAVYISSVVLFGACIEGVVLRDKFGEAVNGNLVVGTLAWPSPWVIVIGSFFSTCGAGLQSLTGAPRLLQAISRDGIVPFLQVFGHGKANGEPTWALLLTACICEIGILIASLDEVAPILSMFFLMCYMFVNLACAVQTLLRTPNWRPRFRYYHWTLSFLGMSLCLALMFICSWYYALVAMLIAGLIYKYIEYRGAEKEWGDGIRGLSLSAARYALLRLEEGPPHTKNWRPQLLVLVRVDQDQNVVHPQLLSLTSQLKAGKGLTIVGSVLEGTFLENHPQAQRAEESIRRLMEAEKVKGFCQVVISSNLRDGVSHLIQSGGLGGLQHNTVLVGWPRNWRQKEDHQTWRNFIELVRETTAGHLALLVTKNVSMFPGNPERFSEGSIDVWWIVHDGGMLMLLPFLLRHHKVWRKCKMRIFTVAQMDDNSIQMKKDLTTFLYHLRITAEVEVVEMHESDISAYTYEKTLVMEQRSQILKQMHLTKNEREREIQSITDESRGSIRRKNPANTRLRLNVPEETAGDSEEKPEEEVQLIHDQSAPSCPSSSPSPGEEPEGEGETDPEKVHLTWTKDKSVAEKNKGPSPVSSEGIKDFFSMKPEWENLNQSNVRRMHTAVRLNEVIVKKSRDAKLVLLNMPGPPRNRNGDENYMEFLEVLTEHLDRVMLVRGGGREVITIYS
FXIIa inh 1536 – blocks human coagulation factor XIIa protease activity; inhibition, % at 5 µM; purified FXIIa, Boc-QGR-AMC fluorogenic substrate, 2 h; actives 0.3% (n = 220,000); in the data active = inhibition above about 40%;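 also: 0% = enzyme with no compound and 100% = blank without enzyme; many of its hits are not listed in these tables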
Thrombin inh – thrombin (human) inhibition; P00734; alpha-thrombin, Boc-VPR-AMC fluorogenic substrate cleavage; inhibition, % at 5 µM; actives 0.26% (n = 220,000); AID 1046;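 active = inhibition at or above 40%; inactive = inhibition below 40%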;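 also: 0% = enzyme with no compound and 100% = wells without enzyme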
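System: human alpha-thrombin protein; Compound dosing: one concentration per compound, 5 µM, with 0.2% DMSO; Timing: reaction at room temperature; Technique: AMC fluorescence, 355/460 nm; Controls: enzyme without compound as high, wells lacking enzyme as low.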
PERK inhibitor – blocks human PERK kinase; CHO PERK-DD fusion, SEAP luminescence translation reporter; inhibition, % at 5.6 µM; actives 0.17% (n = 220,000);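 active = inhibition above the mean inhibition of all tested compounds plus 3 SD, set separately per screening campaign, cut at about 2.9% in these data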;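 also: PERK kinase domain activated by AP20187 dimerizer at 100 nM; 0% = DMSO with dimerizer and 100% = rapamycin at 8.4 µM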
KLK5 inh – inhibitors of human kallikrein 5. inhibition, % at 5 µM. Q9Y337. recombinant hK5, fluorogenic AMC substrate cleavage. actives 0.59% (n = 210,000);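 active = inhibition of 40% or more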;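 also: 0% = enzyme controls without compound and 100% = no-enzyme blanks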
The depositor's hits bear a star; x = not tested or not shown; [ ] = remark or other dose.

Furin inhibitor,Calpain2 inh,Rad51 HR inh,FXIa inh 1536,KCC2 mod,SMILES,FXIIa inh 1536,Thrombin inh,PERK inhibitor,KLK5 inh
-31,-23,-4,4,x,COc1cccc(C2C(C(=O)OCc3ccccc3)=C(C)Nc3ncnn32)c1OC (stereo unspecified),20,1,-1.5,-4
-25,5,9,-6,0.14,CCNS(=O)(=O)c1ccc(NC(=O)CC(C)c2ccccc2)cc1 (stereo unspecified),1,-2,1.4,-6
-6[20 µM],27,2,4,-4*,O=C(Nc1ccccn1)c1ccc(COc2ccccc2Cl)o1,15,4,0.2,-4
-25,-34,-2,6,x,CCCC(C)(C)NC(=O)CCCCC(=O)NC(C)(C)CCC,19,4,0.4,-3
-10,-26,3,-4,-0.038,O=C(CCl)N1N=C(c2cccs2)CC1c1ccco1 (stereo unspecified),7,-2,-1.0,2
-14[20 µM],53*,-11,9,0.72,Nc1c(Cl)cc2c(c1Oc1ccccc1)C(=O)c1ccccc1C2=O,12,5,-1.9,-7
13,26,-7,6,-0.2,COC(=O)N/N=C/c1cn(CC(C)COc2ccccc2)c2ccccc12 (stereo unspecified),-1,1,-0.3,2
-19,-8,-7,3,0.17,Cc1ccc2oc(-c3cccc(NC(=O)/C=C/c4cccc([N+](=O)[O-])c4)c3C)nc2c1,8,-11,0.2,-6
-21,-8,16,5,x,Cc1nn(C(=O)c2ccc([N+](=O)[O-])cc2)c(C)c1Br,6,-2,1.9,0
-12,-17,-7,1,1.3,CC(C)CN1C=C2C(=O)C(C)(OC(=O)C3CCCC3)C(=O)C=C2C=C1c1ccsc1 (stereo unspecified),6,-3,x,2
-7,28,-1,-3,-0.8,COc1ccc(NC(=S)Nc2cc(C)[nH]n2)cc1Cl,14,2,0.1,1
-8,-19,-9,7,0.99,CCSc1nc2ccccc2n1S(=O)(=O)c1ccccc1,15,5,1.6,-7
-20,16,26,2,0.12,O=C(c1cccnc1)n1nc(-c2ccco2)nc1NCc1cccs1,8,97*,0.9,0
-17,-4,29,1,-1.4,COc1ccccc1C1OC(c2cccc([N+](=O)[O-])c2)=NN1C(C)=O (stereo unspecified),5,4,-0.4,-4
12[20 µM],38,-2,4,2,COc1ccccc1-c1ccc(Nc2cccc(C(C)=O)c2)nn1,14,3,0.0,-11
-4[20 µM],-6,-28,-7,x,O=C(c1cccc(S(=O)(=O)N2CCCCC2)c1)N1CCCCC1,0,2,0.3,-15
-19,11,-5,10,-1.1,CC(CCc1ccccc1)NC(=O)COc1ccc(S(=O)(=O)N2CCOCC2)cc1[N+](=O)[O-] (stereo unspecified),15,-6,-1.0,-33
-16,9,-46,-1,-0.15,Cc1cc(C)c(NC(=O)CCCSc2nnc(N)s2)c(C)c1,7,-5,-0.2,4
-36,-311,x,-2,-0.23,CCn1c(=O)c2cc(C(=O)NCCN3CCOCC3)sc2c2ccccc21,4,-3,-0.6,-7
-12[20 µM],-11,-10,5,0.62,CCOc1ccccc1NC(=S)/C(=C(\[O-])c1ccc2c(c1)OCCO2)[n+]1ccc(CC)cc1,17,4,0.0,-9
-16,-92,3,5,-0.52,CCCCNS(=O)(=O)c1ccc2nc(SCC(=O)c3ccc(C#N)cc3)[nH]c2c1,1,-1,-0.6,-11
-10,-36,3,4,-0.16,O=C(O)CCC(=O)N(Cc1cccnc1)Cc1cccc(F)c1,17,4,-0.1,9
-14,-10,-5,6,-0.69,CC(=O)[C@H]1[C@H](C#N)C[C@H]2[C@@H]3CC=C4C[C@@H](O)CC[C@]4(C)[C@H]3CC[C@@]21C,10,x,0.5,4
-19,-84,6,-1,8.7*,O=C(NC(=S)N1CCN(C(c2ccccc2)c2ccccc2)CC1)c1ccc(S(=O)(=O)N2CCOCC2)cc1,8,-3,-0.3,-13
-3[20 µM],2,4,2,0.23,CCCCCn1c(=O)c(F)cn(Cc2ccc(OC)c([N+](=O)[O-])c2)c1=O,18,1,-1.2,7
-23,15,x,-1,-1.3,Fc1ccccc1C1CCN(Cc2nc(COc3ccccc3)no2)C1 (stereo unspecified),6,3,2.0,x
-1,26,4,0,-0.81,O=C(CSc1ccc(-c2ccccn2)nn1)NCc1ccc(Cl)cc1,8,-7,-0.1,-2
-16[20 µM],-5,3,21,-0.077,Cc1cccc(NC(=S)NC(NC(=O)c2ccco2)C(Cl)(Cl)Cl)c1 (stereo unspecified),28,5,-1.2,-5
-11,-18,x,9,-0.52,NC(=O)c1cc2cc(Cl)ccc2oc1=Nc1cccc(C(F)(F)F)c1,20,6,0.9,-7
-10[20 µM],-46,-4,-4,0.97,O=C(C1CCN(S(=O)(=O)c2ccccc2)CC1)N1CCOCC1,7,0,0.8,-34
-6[20 µM],-27,x,-4,x,Cc1nc(NC(=O)C2CC3CCCC(C2)C3=O)sc1C (stereo unspecified),5,-5,0.3,1
-6,11,x,-4,-0.97,COc1ccc(C2/C(=C(/O)c3ccccc3)C(=O)C(=O)N2c2ncccn2)cc1OC (stereo unspecified),4,0,-0.1,-9
-33,-27,6,5,-0.63,COc1ccc(-c2ccc(OC)c([C@H]3[C@H]4C=CC[C@@H](C)[C@@H]4C(=O)N3Cc3ccccc3)c2)cc1OC,13,1,x,5
-26,-3,x,9,1.6,COc1ccc(CCNC(=O)C2CCN(S(=O)(=O)N3CCC4(CC3)OCCO4)CC2)cc1OC,15,1,0.1,-10
-26,16,2,2,-0.13,CCOc1ccc(Cl)cc1S(=O)(=O)NCc1ccccn1,x,-3,0.4,5
-16[20 µM],-21,2,4,-1.1,O=C(NCCN1CCOCC1)c1ccc(CS(=O)(=O)Cc2ccccc2F)o1,7,4,0.4,24
-18,24,x,-1,0.81,O=C(Cc1cccs1)N1CCN=C1SCc1ccc(Br)cc1,5,-1,1.0,-4
-8,28,x,13,-0.051,Cc1ccc(C(=O)COC(=O)CCCC(=O)Nc2cc(C(F)(F)F)ccc2Cl)cc1C,15,14,0.9,-1
-4,22,x,0,-3.5,Cc1sc(N)c(C(=O)c2ccccc2Cl)c1C,8,-1,0.0,6
-33,-23,-3,4,0.15,CCC(C)[C@H](NC(=O)NCCCN1CCOCC1)C(=O)OC (stereo partly specified),9,4,1.4,2
-19,9,-7,-6,0.21,Clc1ccc(C2NCCc3sccc32)cc1 (stereo unspecified),4,-3,1.6,-1
-4[20 µM],28,-6,7,0.3,N=c1ncn(CC(O)CO)c2nc(N3CCOCC3)[nH]c12 (stereo unspecified),19,-3,0.4,-7
-19[20 µM],-64,3,4,0.00024,O=C1NC2=C(CCc3ccccc32)C(c2ccc(Br)cc2)N1 (stereo unspecified),10,-1,-0.5,5
-9,5,5,3,0.15,CCOC(=O)c1c(C(C)(C)C)oc2ccc(OCC#N)cc12,8,2,-0.2,-6
-11,9,-224,1,-0.14,Cc1[nH]c2ccccc2c1/C=N/Nc1ccc([N+](=O)[O-])cc1,11,-9,0.5,5
-32,21,3,-1,0.58,CC(C)C1Nc2ccc(S(=O)(=O)N3CCOCC3)cc2NC1=O (stereo unspecified),9,x,0.5,-1
-17,-23,18,-2,-0.012,Nc1nc2ncc(-c3ccsc3)c(N)n2n1,2,-1,1.4,-6
0,5,-16,-1,-0.25,O=C(COc1nc2ccccc2nc1N1CCOCC1)Nc1ccc(S(=O)(=O)N2CCCC2)cc1,7,-1,-1.0,-13
-21,11,8,20,x,O=C(Cc1ccc2cccnc2c1)c1ccc(O)cc1O,12,5,1.6,-1
-13,-50,0,3,x,c1ccc(-n2c(-c3ccncc3)nnc2-c2ccco2)cc1,11,0,-0.3,-15

(further entries)
Furin inhibitor,Calpain2 inh,Rad51 HR inh,FXIa inh 1536,KCC2 mod,SMILES,FXIIa inh 1536,Thrombin inh,PERK inhibitor,KLK5 inh
-18,-16,x,-4,9.7*,CCCc1cc(C(=O)Nc2sc(C)c(CC)c2C#N)no1,8,-9,0.8,0
-20[20 µM],-26,7,1,2.9,Cn1c(NCc2ccco2)nc2c1c(=O)n(Cc1ccc(Cl)cc1Cl)c(=O)n2C,2,4,0.9,-18
-3,-6,1,-2,-0.71,O=c1c(Br)c(NCc2ccccc2)cnn1-c1ccc(F)cc1,3,-3,1.2,-13
-27,-8,5,0,0.021,CCOC(=O)C1C(=O)CC(C)(O)C(C(=O)OCC)C1c1cccc(OC)c1 (stereo unspecified),8,5,-0.5,-5
-29[20 µM],-21,0,-7,0.029,Cc1ccc(S(=O)(=O)N2C(=O)CCC2C(=O)Nc2ccc3c(c2)OCCO3)cc1 (stereo unspecified),-8,-9,0.7,-5
-23,-1,9,-2,0.072,COC(c1ccccc1)c1nnc(CCC(=O)NCCC(C)C)o1 (stereo unspecified),9,-19,0.1,2

In the list so far, these contain four or more nitrogen atoms.
Furin inhibitor,Calpain2 inh,Rad51 HR inh,FXIa inh 1536,KCC2 mod,SMILES,FXIIa inh 1536,Thrombin inh,PERK inhibitor,KLK5 inh
-31,-23,-4,4,x,COc1cccc(C2C(C(=O)OCc3ccccc3)=C(C)Nc3ncnn32)c1OC (stereo unspecified),20,1,-1.5,-4
-7,28,-1,-3,-0.8,COc1ccc(NC(=S)Nc2cc(C)[nH]n2)cc1Cl,14,2,0.1,1
-20,16,26,2,0.12,O=C(c1cccnc1)n1nc(-c2ccco2)nc1NCc1cccs1,8,97*,0.9,0
-16,9,-46,-1,-0.15,Cc1cc(C)c(NC(=O)CCCSc2nnc(N)s2)c(C)c1,7,-5,-0.2,4
-16,-92,3,5,-0.52,CCCCNS(=O)(=O)c1ccc2nc(SCC(=O)c3ccc(C#N)cc3)[nH]c2c1,1,-1,-0.6,-11
-19,-84,6,-1,8.7*,O=C(NC(=S)N1CCN(C(c2ccccc2)c2ccccc2)CC1)c1ccc(S(=O)(=O)N2CCOCC2)cc1,8,-3,-0.3,-13
-1,26,4,0,-0.81,O=C(CSc1ccc(-c2ccccn2)nn1)NCc1ccc(Cl)cc1,8,-7,-0.1,-2
-4[20 µM],28,-6,7,0.3,N=c1ncn(CC(O)CO)c2nc(N3CCOCC3)[nH]c12 (stereo unspecified),19,-3,0.4,-7
-11,9,-224,1,-0.14,Cc1[nH]c2ccccc2c1/C=N/Nc1ccc([N+](=O)[O-])cc1,11,-9,0.5,5
-17,-23,18,-2,-0.012,Nc1nc2ncc(-c3ccsc3)c(N)n2n1,2,-1,1.4,-6
0,5,-16,-1,-0.25,O=C(COc1nc2ccccc2nc1N1CCOCC1)Nc1ccc(S(=O)(=O)N2CCCC2)cc1,7,-1,-1.0,-13
-13,-50,0,3,x,c1ccc(-n2c(-c3ccncc3)nnc2-c2ccco2)cc1,11,0,-0.3,-15
-20[20 µM],-26,7,1,2.9,Cn1c(NCc2ccco2)nc2c1c(=O)n(Cc1ccc(Cl)cc1Cl)c(=O)n2C,2,4,0.9,-18

A run of entries taken from the entries so far, for reference:
Furin inhibitor,Calpain2 inh,Rad51 HR inh,FXIa inh 1536,KCC2 mod,SMILES,FXIIa inh 1536,Thrombin inh,PERK inhibitor,KLK5 inh
-18,-16,x,-4,9.7*,CCCc1cc(C(=O)Nc2sc(C)c(CC)c2C#N)no1,8,-9,0.8,0
-20[20 µM],-26,7,1,2.9,Cn1c(NCc2ccco2)nc2c1c(=O)n(Cc1ccc(Cl)cc1Cl)c(=O)n2C,2,4,0.9,-18

Screens deposited in PubChem by several laboratories.

Not all compounds are listed (hit frequency here may not be typical).
